# Screens as filed in PubChem BioAssay.
# UHRF1 MBD2 ctr: UHRF1 methylated DNA binding inhibitors, primary screen, counter-screen for MBD2 inhibitor project, biochemical, TR-FRET, human UHRF1, single concentration | E3 ubiquitin-protein ligase UHRF1 (Homo sapiens), Q96T88 | UHRF1 binding to methylated oligo | inhibition, % at 4.4 µM | 370,000 compounds, 0.75% hits | AID 687016, 2013; in the data active = inhibition above about 21%;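 note: UHRF1 SRA domain binding a hemimethylated CpG hairpin DNA probe; 0% = median of test compound wells and 100% = reference inhibitor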
# TCR-CD3 inh: inhibitors of human TCR-CD3 interaction, primary screen, biochemical, fluorescence, TAMRA-labeled TCR probe. T-cell receptor (TCR). inhibition, % at 9.4 µM. 360,000 compounds, 0.37% hits. AID 651800, 2012; in the data active = inhibition above about 19%;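 note: recombinant mutant TCR 2C K166C tagged with TAMRA read by polarization; 0% = receptor in buffer alone and 100% = receptor with positive control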
# mABHD4 FP: ABHD4 inhibitors, primary screen, biochemical, fluorescence polarization, mouse; purified mABHD4, FP-Rh probe fluorescence polarization; inhibition, % at 8.92 µM; 370,000 compounds, 0.54% hits; AID 720543, 2013;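 active = inhibition exceeding the mean over every tested compound plus 3 SD, cut at about 30% in these data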;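 note: 0% = plate median of compound wells and 100% = S159A mutant with DMSO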
# Target sequence (Q8VD66 whole entry, looked up): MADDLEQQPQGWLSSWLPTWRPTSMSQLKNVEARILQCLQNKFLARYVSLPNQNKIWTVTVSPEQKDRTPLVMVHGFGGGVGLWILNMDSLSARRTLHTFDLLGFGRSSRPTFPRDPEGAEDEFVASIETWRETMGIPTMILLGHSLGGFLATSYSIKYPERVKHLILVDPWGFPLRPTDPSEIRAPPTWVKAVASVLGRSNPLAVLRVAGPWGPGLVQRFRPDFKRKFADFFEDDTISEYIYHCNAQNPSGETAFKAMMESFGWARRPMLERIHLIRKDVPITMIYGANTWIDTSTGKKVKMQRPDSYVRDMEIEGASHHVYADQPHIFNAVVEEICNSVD
#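 Assay system: mABHD4 protein; medium: HEPES pH 7.0, NaCl, Pluronic buffer; dosing: 8.92 µM, single dose; schedule: 45 min + 60 min at 25 °C; signal: FP readout, ex 525 nm / em 598 nm; read-out: normalized percent inhibition of probe labeling; repeats: single replicate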
# NPR2 activator: human GC-B receptor activators, primary screen, HEK293 GC-B cells, cGMP TR-FRET, EC30 CNP; activation, % at 10 µM; Atrial natriuretic peptide receptor 2 (Homo sapiens), P20594; 370,000 compounds, 0.11% hits; AID 1920062, 2024; 0% at EC30 CNP, 100% saturating CNP;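 active = activation at 10 µM reaching about 35% in either raw or pattern-adjusted values, limit read from the data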
# MBD2 DNA inh: inhibitors of MBD2 binding to methylated DNA, primary screen, biochemical, TR-FRET, DNA-binding domain, human. Methyl-CpG-binding domain protein 2 (Homo sapiens), Q9UBB5. MBD2 binding to methylated oligonucleotide. inhibition, % at 4.4 µM. 370,000 compounds, 0.31% hits. AID 686964, 2013; in the data active = inhibition above about 13%
# Target sequence (Q9UBB5 whole entry, looked up, the tested form may be a part): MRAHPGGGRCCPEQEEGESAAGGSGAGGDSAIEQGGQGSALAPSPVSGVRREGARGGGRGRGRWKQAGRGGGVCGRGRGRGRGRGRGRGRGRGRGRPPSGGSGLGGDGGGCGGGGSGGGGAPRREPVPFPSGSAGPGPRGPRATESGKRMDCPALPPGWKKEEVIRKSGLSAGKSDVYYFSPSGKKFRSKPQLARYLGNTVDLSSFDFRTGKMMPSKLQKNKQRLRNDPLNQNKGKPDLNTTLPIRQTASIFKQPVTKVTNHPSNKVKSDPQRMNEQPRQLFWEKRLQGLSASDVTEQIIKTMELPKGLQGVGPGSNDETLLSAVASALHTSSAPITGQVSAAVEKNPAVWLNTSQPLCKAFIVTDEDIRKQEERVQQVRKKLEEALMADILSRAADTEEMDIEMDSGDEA
# rCAG RNA binder: binders of r(CAG) RNA repeats, primary screen, biochemical, fluorescence | inhibition, % at 3 µM | AID 651821, 2012 | r(CAG) RNA repeat, TO-PRO-1 dye displacement fluorescence | 370,000 compounds, 1.3% hits;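 active = inhibition above the plate cutoff, the mean of all test compounds on that plate plus 3 SD, cut at about 35% in these data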;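 note: 0% = DMSO alone and 100% = 100 µM mitoxantrone as full dye displacement; higher means more dye released from RNA so lower well fluorescence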
# PRMT1 inh: PRMT1 methyltransferase inhibitors, primary screen, biochemical, fluorescence polarization; 370,000 compounds, 1.3% hits; recombinant PRMT1, activity-based probe fluorescence polarization; inhibition, % at 2.79 µM;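 active = inhibition above about 21% made by adding two undisclosed values, limit read from the data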
# Target sequence (Q99873 whole entry, looked up): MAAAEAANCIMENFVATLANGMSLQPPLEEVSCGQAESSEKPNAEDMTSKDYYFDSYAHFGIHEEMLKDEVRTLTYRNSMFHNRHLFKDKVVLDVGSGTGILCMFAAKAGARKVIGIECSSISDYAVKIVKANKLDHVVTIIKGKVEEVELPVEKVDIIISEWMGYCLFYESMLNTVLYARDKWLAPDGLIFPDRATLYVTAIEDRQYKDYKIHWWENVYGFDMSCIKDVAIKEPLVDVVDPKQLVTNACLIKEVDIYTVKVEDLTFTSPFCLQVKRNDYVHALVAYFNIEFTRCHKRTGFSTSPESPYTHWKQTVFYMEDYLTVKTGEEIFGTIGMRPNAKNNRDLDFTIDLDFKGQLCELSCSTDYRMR
# SIAE inh: human SIAE inhibitors, primary screen, biochemical, fluorescence polarization, FP-Rh probe, 1536-well HTS | Sialate O-acetylesterase (Homo sapiens), Q9HAT2 | SIAE FP-Rh probe binding | inhibition, % at 9.66 µM | 370,000 compounds, 0.69% hits;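 active = inhibition above a cutoff: mean of compounds within the control limits plus 3 SD of those, cut at about 17% in these data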;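 note: 0% = plate median of compound wells and 100% = probe without SIAE protein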
# HTRA1 inh: HTRA1 serine protease inhibitors, primary screen, biochemical, fluorescence polarization, HTS; Q92743; recombinant HTRA1, FP-rhodamine activity-based probe; inhibition, % at 5.96 µM; 340,000 compounds, 0.5% hits; in the data active = inhibition above about 36%;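 note: 0% = enzyme with DMSO and 100% = wells lacking enzyme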
# GC-A act: GC-A stimulated cGMP production enhancers – HEK293 GC-A cells, cGMP TR-FRET, EC30 ANP, primary screen. Atrial natriuretic peptide receptor 1 (Homo sapiens), P16066. 0% at EC30 ANP, 100% saturating ANP. activation, % at 10 µM. 370,000 compounds, 0.14% hits. AID 1671463, 2021; in the data active = activation above about 40%
# * marks the source's active call; other numbers are inactive results; . = not tested or not shown.
# Start of the listing, in advance (4 entries):
SMILES,UHRF1 MBD2 ctr,TCR-CD3 inh,mABHD4 FP,NPR2 activator,MBD2 DNA inh,rCAG RNA binder,PRMT1 inh,SIAE inh,HTRA1 inh,GC-A act
Oc1cccc(Nc2ncnc3c2oc2ccccc23)c1,-0.1,0.1,2.5,0.1,-0.3,-0.3,2.5,-9.1,-7.2,-0.9
CC(=O)Nc1ccc(S(=O)(=O)NC2=NCN(C)CN2)cc1,5.0,-3.7,13.9,4.3,-2.1,2.5,3.9,2.2,2.1,16.3
O=C(CNC(=O)C(c1ccccc1)c1ccccc1)N/N=C\c1ccc(C(=O)O)cc1,-0.7,-3.0,0.4,3.0,4.7,8.4,2.6,3.1,-2.5,3.0
Cc1ccc2c(CC(=O)Nc3cccc(S(=O)(=O)N4CCOCC4)c3)coc2c1,0.6,-0.6,-10.7,-6.4,-1.1,7.7,0.1,-11.5,-16.3,-4.3

# All compounds of this part, repeating the preview:
SMILES,UHRF1 MBD2 ctr,TCR-CD3 inh,mABHD4 FP,NPR2 activator,MBD2 DNA inh,rCAG RNA binder,PRMT1 inh,SIAE inh,HTRA1 inh,GC-A act
Oc1cccc(Nc2ncnc3c2oc2ccccc23)c1,-0.1,0.1,2.5,0.1,-0.3,-0.3,2.5,-9.1,-7.2,-0.9
CC(=O)Nc1ccc(S(=O)(=O)NC2=NCN(C)CN2)cc1,5.0,-3.7,13.9,4.3,-2.1,2.5,3.9,2.2,2.1,16.3
O=C(CNC(=O)C(c1ccccc1)c1ccccc1)N/N=C\c1ccc(C(=O)O)cc1,-0.7,-3.0,0.4,3.0,4.7,8.4,2.6,3.1,-2.5,3.0
Cc1ccc2c(CC(=O)Nc3cccc(S(=O)(=O)N4CCOCC4)c3)coc2c1,0.6,-0.6,-10.7,-6.4,-1.1,7.7,0.1,-11.5,-16.3,-4.3
CC(C)CNC(=O)C1(C)CCCCCN1Cc1ccccc1-c1ccccc1 (centres undefined),5.8,3.5,-12.0,-7.5,7.4,2.5,3.8,-0.9,.,-25.4
Cc1ccc(S(=O)(=O)NCCC(=O)OCC(=O)N2CCCC2=O)cc1,0.1,7.4,1.1,1.8,3.6,-4.8,-4.0,3.5,2.1,2.1
CCOc1ccccc1NC(=O)C(Sc1ccccc1)c1ccccc1 (centres undefined),2.9,-3.4,-14.8,-0.7,1.7,-0.9,-0.1,-6.5,-94.9,-7.4
COc1ccc(OC)c(S(=O)(=O)Nc2cc(Cl)cc(Cl)c2)c1,-2.0,2.0,-9.8,-6.6,-4.1,20.3,-1.8,1.9,-39.5,-19.9
O=C(Nc1cccc(Cl)c1Cl)c1csc([C@H]2C[C@H](O)[C@@H](CO)O2)n1,-1.0,-4.1,-2.2,-1.4,1.9,2.0,6.9,-1.2,.,-2.1
O=C(/C=C/Nc1ccccc1F)c1ccc(Br)cc1,3.3,1.4,-4.0,0.1,2.5,5.4,-3.0,1.7,-11.1,6.6
COc1ccccc1NC(=O)COC(=O)c1ccccn1,0.5,4.6,1.7,-1.1,-1.1,0.5,-1.3,2.4,3.9,-2.4
O=C(Nc1ccc(Oc2ccccc2)cc1)c1csc([C@@H]2C[C@H](O)[C@@H](CO)O2)n1,-2.1,-0.7,-6.7,-3.7,1.9,2.1,0.2,-5.5,.,5.8
Cc1ccc(-n2c(Cc3ccccc3)n[nH]c2=S)cc1,2.1,-2.5,1.8,-4.4,-0.1,1.6,1.2,-2.1,-4.2,-2.5
CCN(Cc1ccccc1)C(=O)Cn1cc(S(=O)(=O)NC)c(S(=O)(=O)NC)c1,-0.4,-1.7,-1.3,3.1,0.8,0.3,0.2,-1.9,-2.1,1.9
CC(C)C(N)c1csc(NC(=O)Nc2ccccc2C(C)(C)C)n1 (centres undefined),1.8,-1.0,7.3,13.5,-1.7,13.6,-3.5,-1.6,.,2.4
COc1ccc(S(=O)(=O)N2CCN(C(=O)Nc3ccccc3OC)CC2)cc1,0.0,3.2,3.9,-6.4,-3.3,-2.1,-9.2,0.7,-0.8,-6.0
CCc1ccc(C(=O)OCC(=O)N2CCCCCC2)cc1,1.9,13.6,-1.5,0.4,-1.1,-1.9,3.3,-0.6,2.5,1.3
Cc1ccc(C2C(C#N)=C3N=C(N)c4ccccc4N3C3=C2C(=O)CCC3)cc1 (centres undefined),-2.6,3.5,-4.0,-9.2,-5.4,5.6,-4.6,1.7,-14.5,-5.5
Cc1nn(C)c(C(=O)NNC(=O)Nc2cccc(C(F)(F)F)c2)c1Cl,1.9,10.7,-0.8,0.0,-2.8,7.7,2.1,0.8,-17.6,2.4
CN1C(=S)SC(N2OC3C(=O)N(c4ccccc4)C(=O)C3C2c2ccccc2)C1(C)C (centres undefined),1.1,6.5,1.9,-9.2,1.8,2.9,-2.4,3.3,.,-17.6
COc1ccccc1OCc1nc2ccccc2n1C,-1.0,0.8,3.0,-0.9,-4.2,-2.0,1.4,-2.5,-3.1,-5.7
COc1cccc(NC(=O)CC(=O)c2ccc([N+](=O)[O-])cc2)c1,6.9,-9.8,-23.4,-5.6,-0.5,16.2,13.6,-3.8,0.5,-0.1
CN(c1ccccc1)S(=O)(=O)c1cccc(NC(=O)Cn2cnc3ccccc3c2=O)c1,-1.5,0.4,-5.0,-2.3,-1.2,8.1,-1.3,-15.7,-22.9,-2.8
Cc1ccc(S(=O)(=O)N2CCN=C2c2ccccc2)cc1C,-2.6,-1.3,-0.3,2.2,1.6,-5.9,-3.8,4.2,-9.1,-3.9
O=C(Nc1ccncc1)c1ccc([N+](=O)[O-])cc1Cl,1.6,2.7,4.5,-2.6,-4.0,-1.4,-6.4,2.1,6.4,-2.1
CN1CCN(C(=O)c2cc3nc(-c4ccc(F)cc4)cc(C(F)(F)F)n3n2)CC1,-0.1,-2.8,1.1,16.9,-5.2,-6.5,2.3,9.3,5.1,12.3
CCn1c(SCc2nc3ccccc3c(=O)[nH]2)nnc1C(C)NC(=O)c1ccccc1 (centres undefined),-3.2,-1.4,-4.3,-1.8,-3.8,-7.7,-2.5,-6.0,0.9,-5.9
CC1CCN(C(=O)C(=O)c2cn(CC(=O)N3CCCCCC3)c3ccccc23)CC1,-1.6,-0.8,2.0,3.7,-4.2,-1.5,-5.0,2.9,1.9,-0.3
CC(C)Cn1cc(-c2cccc3nccn23)cn1,-1.9,3.4,-0.7,4.1,-6.7,3.5,-0.7,3.6,.,4.1
CCOc1ccc(C(=O)C2CCN(C(=O)c3ccccc3C(=O)O)CC2)cc1,4.7,-3.8,4.8,5.6,-2.2,-0.3,-0.3,-0.6,1.5,1.9
N#Cc1ccc(OCC(=O)N2CCN(S(=O)(=O)c3cccc(Cl)c3)CC2)cc1,1.3,-0.1,0.7,-6.3,3.2,0.7,-4.0,0.2,0.2,-5.7
COc1ccc(Nc2nc(-c3cccnc3)cs2)c(OC)c1,-1.4,-1.9,2.3,-2.8,-1.4,7.4,2.0,1.2,8.9,-5.7
CC(=O)/C(N=Nc1cc2c(cc1[N+](=O)[O-])OCCO2)=C(\C)O,0.4,1.4,-3.4,-5.6,1.2,-0.2,-3.9,3.5,1.9,-2.8
O=C(Cc1ccc(Cl)cc1Cl)NCC1(N2CCOCC2)CCCCC1,-2.6,8.2,-0.8,0.5,-2.0,1.1,-1.3,2.3,-1.1,3.6
COc1cc(NC(=O)C2CCN(c3cnccn3)CC2)cc(OC)c1,-2.2,5.1,1.8,-5.7,-4.4,-1.2,0.9,3.7,-2.2,-5.2
CCOc1ccc(C(=O)Nc2cc(OC)ccc2OC)cc1,-4.5,-2.2,-15.8,-3.0,-3.8,-3.3,-3.4,-3.2,-4.2,-3.6
CC(C)CC(=O)NC(C)C(c1cccs1)N1CCOCC1 (centres undefined),-1.2,1.2,5.6,-2.6,-2.8,2.0,-7.2,-3.4,-0.3,0.0
CCCCN1C(=O)C(=O)NC[C@@H]1Cc1ccc(O)cc1,0.3,-1.9,13.6,-3.2,-2.8,1.5,-1.9,-0.7,.,-1.0
O=C(Nc1ccc(F)cc1)OCCN1CCCC12CCC(c1ccccc1)CC2 (centres undefined),0.8,.,-10.2,-3.7,7.3,.,5.3,-0.9,.,-8.2
Cc1ccc(NC(=S)N2CCN(C(=O)C3CCCO3)CC2)c(C)c1 (centres undefined),2.6,-3.5,1.2,2.7,2.9,-0.5,0.3,-2.2,-4.0,3.0
Cc1ccc(NC(=O)c2ccc(OC(F)(F)F)cc2)cc1S(=O)(=O)N(C)C,9.3,-0.2,-11.4,4.9,1.2,-0.1,-1.1,-10.3,-13.6,2.0
CC(=O)Nc1ccc(NC(=O)CCc2nc3ccccc3c(=O)[nH]2)cc1,2.3,-4.7,5.9,1.1,6.5,0.6,2.4,-2.2,2.6,0.5
CCC(Sc1nncn1C)C(=O)Nc1nnc(-c2ccc(Cl)cc2)s1 (centres undefined),-2.3,1.6,-1.9,-2.6,4.8,5.7,-0.9,-2.8,0.8,8.7
O=S1(=O)CSCS(=O)(=O)C1,-0.7,2.6,1.7,-1.4,4.3,2.8,4.7,-1.6,4.4,1.7
CCN(CC)S(=O)(=O)c1ccc(Cl)c(NC(C)=O)c1,-1.2,0.0,5.8,0.9,-1.1,3.7,1.2,-4.9,-5.3,1.5
Cc1ccc2cc(C(c3nnnn3C3CCCC3)N(Cc3ccco3)Cc3cccs3)c(=O)[nH]c2c1 (centres undefined),-7.0,5.2,-13.2,-2.4,1.3,15.9,1.7,-7.6,-42.6,-9.8
CCc1nn(CC(=O)NCCCN(CC)Cc2ccccc2)c(=O)c2cc3sccc3n12,-1.3,4.1,-6.6,-8.1,-14.0,-3.7,-5.5,-6.0,-3.0,-10.7
CC1CCC(NC(=O)CN2CCCN(Cc3ccc(F)cc3Cl)C2=O)CC1 (centres undefined),-0.9,-3.7,-3.1,4.4,-1.1,-1.4,8.8,-2.7,-2.3,2.5
CCN(CC(=O)Nc1ccc(NC(C)=O)cc1)CC(=O)Nc1cccc(Cl)c1,0.2,6.0,-5.9,0.4,1.7,-3.0,-0.2,0.6,-4.1,-2.0
CC(=O)Nc1ccccc1C(=O)C(=O)Nc1cccc(C(=O)NC2CC2)c1,-3.2,3.3,-2.9,2.9,-3.1,-3.4,-4.2,-0.8,-1.0,-0.1

# Next part:
SMILES,UHRF1 MBD2 ctr,TCR-CD3 inh,mABHD4 FP,NPR2 activator,MBD2 DNA inh,rCAG RNA binder,PRMT1 inh,SIAE inh,HTRA1 inh,GC-A act
NCCCC[C@@H](C(=O)N1CCNCC1)n1cc(CN)nn1,0.2,1.8,-4.3,1.6,1.0,0.9,-0.8,-1.4,6.0,0.2
CN(C)S(=O)(=O)c1ccc(Cl)c(NC(=O)CSc2nc3ccccc3c(=O)n2CCCN2CCOCC2)c1,0.0,0.3,-2.1,-3.7,-6.0,-3.5,4.5,6.3,-2.0,3.6
O=C1CC(c2cc(-c3ccccc3)no2)C1,2.2,3.7,5.1,0.1,-1.5,8.2,-1.1,-2.6,-9.4,1.0
O=C(CN1c2cccc3cccc(c23)S1(=O)=O)Nc1ccccc1,68.5*,2.6,-5.1,-6.6,-8.7,2.5,-2.9,2.4,2.2,0.3

# The list is partial, so the mix of outcomes need not match the whole.
